Growth percent in the NCI-60 one-dose screen (48 h, 10 µM unless noted): 100 = growth as untreated, 0 = no growth, -100 = all killed.
A549/ATCC – A549/ATCC NSCLC | hit rate 3.7% among 81,000
MOLT-4 – MOLT-4 leukemia cells. hit rate 6.9% among 80,000
RPMI-8226 – RPMI-8226 leukemia cells; hit rate 7.5% among 77,000
HOP-62 – HOP-62 NSCLC; hit rate 3.9% among 80,000
EKVX – EKVX NSCLC; AID 1794765; hit rate 3% among 71,000
HOP-92 – HOP-92 NSCLC cells; AID 1794738; hit rate 6.3% among 71,000
SR – SR leukemia cells; hit rate 8.7% among 73,000; AID 1794780
CCRF-CEM – CCRF-CEM leukemia | hit rate 7% among 77,000 | AID 1794778
* marks the source's active call; other numbers are inactive results; x = no result given; & = joins results of further samples; [ ] = dose if it differs, or a comment. The calls were made as follows: active = growth percent below 10; inactive = the rest. This is a random part of the collection (roughly 12% active in at least one column).

item	smiles	SR	EKVX	RPMI-8226	HOP-92
1	COc1ccc2c(c1)CCN1C2CCN2C(=O)CCC21 (stereo not given)	97	88	100	x
2	C(CCCC1=NCCO1)CCCC1=NCCO1	x	x	89	x
3	CCOC(=O)c1nc(Nc2ccc(NC(=O)Nc3cccc(C)c3)cc2)c2ccccc2n1	94	103	92	106
4	C/C(O)=C(\C=N\C(N)=S)C(=O)Nc1ccccc1C	101	94	100	105
5	Cc1nc2cc3ccccc3cc2s1	108	119	117	x
6	Cc1ccnc2c(NC(C)CCCN)cc(O)c(O)c12 (stereo not given)	80	94	95	48
7	CCOC(=O)CC1c2nc3ccccc3cc2CN1C(=O)OCC (stereo not given)	116	96	95	95
8	CC(C)C1OCC(C)(C)CO1	88	x	95	86
9	CCOC(CCc1c(C)nc(NC(C)=O)[nH]c1=O)OCC	37	124	86	94
10	[N-]=[N+]=NC(c1ccccc1)c1ccc(-c2ccccc2)cc1 (stereo not given)	x	96	98	80
11	O=C(c1ccccc1)c1ccc2nc(-c3cccc(Cl)c3)[nH]c2c1	117	105	114	111
12	O=[N+]([O-])c1cccc2c1CCC2	x	120	97	95
13	Cc1ccc(CC(N)C(=O)O)cc1 (stereo not given)	96	110	75	82
14	COC(=O)/C=C(\C(=O)OC)C(C(=O)c1ccccc1)=P(c1ccccc1)(c1ccccc1)c1ccccc1	89&103	95	94&104	111
15	ClCCn1cnc2c(SCc3ccccc3Cl)ncnc21	-21*	67	7.3*	62

item	HOP-62	CCRF-CEM	MOLT-4	A549/ATCC
1	100	97	100	88
2	107	104	105	101
3	89	112	96	99
4	89	102	107	102
5	122	102	99	106
6	x	40	54	95
7	106	98	102	90
8	101	84	92	94
9	111	101	79	118
10	92	103	100	96
11	107	113	103	104
12	116	100	96	100
13	87	82	85	68
14	104&106	102&94	92&99	91&96
15	64	24	-28*	40

Sorted by count of non-hydrogen atoms (rising): some entries from above.
item	smiles	SR	EKVX	RPMI-8226	HOP-92
8	CC(C)C1OCC(C)(C)CO1	88	x	95	86
12	O=[N+]([O-])c1cccc2c1CCC2	x	120	97	95
13	Cc1ccc(CC(N)C(=O)O)cc1 (stereo not given)	96	110	75	82
4	C/C(O)=C(\C=N\C(N)=S)C(=O)Nc1ccccc1C	101	94	100	105
6	Cc1ccnc2c(NC(C)CCCN)cc(O)c(O)c12 (stereo not given)	80	94	95	48
9	CCOC(CCc1c(C)nc(NC(C)=O)[nH]c1=O)OCC	37	124	86	94

item	HOP-62	CCRF-CEM	MOLT-4	A549/ATCC
8	101	84	92	94
12	116	100	96	100
13	87	82	85	68
4	89	102	107	102
6	x	40	54	95
9	111	101	79	118

(further entries)
item	smiles	SR	EKVX	RPMI-8226	HOP-92
16	Cc1c(C(=O)NCCCc2ccccc2)sc2ncc(-c3ccc(Br)cc3)n12	106	106	x	113
17	Cc1ccc(NC(=O)c2ccc3c(c2)nc(-c2cc4ccccc4[nH]c2=O)n3-c2cc(C(C)(C)C)[nH]n2)cc1	64	x	85	88
18	O=C(CCCCCCN1CC(=O)N2[C@@H](c3ccc([N+](=O)[O-])cc3)c3[nH]c4ccccc4c3C[C@H]2C1=O)NO	59	95	94	103
19	CN(Cc1ccccc1)c1nc(Cl)c(C2CC(c3ccc4c(c3)OCO4)=Cc3[nH][nH]c(=O)c32)s1 (stereo not given)	100	101	100	95
20	COc1cc([N+](=O)[O-])c(NC(C)=O)cc1Br	125	118	111	99
21	O=C(CCCCC(=O)OCC1COCO1)OCC1COCO1 (stereo not given)	92	110	92	x
22	O=[N+]([O-])c1ccc(N=Nc2c(S(=O)(=O)O)cc3cc(S(=O)(=O)O)cc(O)c3c2O)cc1	114	108	111	124
23	C=C(C)C1CC[C@]2(C(=O)NCCCN3CCN(CCCN)CC3)CC[C@]3(C)C(=CC[C@@H]4[C@@]5(C)C[C@@H](CC#CC#CC[C@@H]6C[C@]7(C)[C@H]8CC=C9[C@H]%10C(C(=C)C)CC[C@]%10(C(=O)NCCCN%10CCN(CCCN)CC%10)CC[C@@]9(C)[C@]8(C)CC[C@H]7C(C)(C)[C@H]6OC(C)=O)[C@H](OC(C)=O)C(C)(C)[C@@H]5CC[C@]43C)[C@@H]12 (stereo not given in full)	115	97	95	91
24	COc1cccc(CNC(C)(CO)CO)c1OC	104	x	105	101
25	N#Cc1c(-c2ccccc2)cc(-c2ccccc2)n(Cc2ccccc2)c1=O	105	83	78	101
26	c1ccc(-c2nnc(Nc3nnc(-c4ccccc4)s3)s2)cc1	97	x	88	x
27	C=CCNC(=S)/N=C\c1c(C)[nH]n(-c2ccccc2)c1=O	101	103	95	82
28	CCOC(=O)c1sc2nc(-c3cccnc3)cc(-c3ccc(OC)c(OC)c3)c2c1N	76	108	76	93
29	Cn1c(=O)c2[nH]c(C(O)c3ccc(Cl)cc3)nc2n(C)c1=O (stereo not given)	104	99	91	76
30	O=C(CCn1cnc2c(cc(-c3ccccc3)n2-c2ccncc2)c1=O)Nc1ccccc1	104	101	99	92

item	HOP-62	CCRF-CEM	MOLT-4	A549/ATCC
16	99	97	100	108
17	83	70	41	60
18	81	68	84	115
19	110	103	105	110
20	110	107	110	109
21	105	79	100	94
22	111	98	115	103
23	103	104	98	98
24	110	98	115	110
25	105	90	88	105
26	101	96	102	103
27	92	89	103	103
28	109	92	79	101
29	95	99	103	96
30	109	101	101	101

More entries follow:
item	smiles	SR	EKVX	RPMI-8226	HOP-92
31	CCCCCCCCCCc1ccc(C(=O)N[C@@H](CO)C(=O)N[C@H](C(=O)N[C@@H](C)C(=O)N[C@H](C(N)=O)[C@@H](C)CC)[C@@H](C)OP(=O)(O)O)cc1	104[50 µM]	100[50 µM]	98[50 µM]	119[50 µM]
32	CC(C)c1ccc2occ(/C=C3\C(=O)N(c4c(Cl)cccc4Cl)c4ccccc43)c(=O)c2c1	50	92	67	x
33	CCn1cc(-c2[nH]c(=S)ncc2-c2ccc(Cl)cc2)c(-c2ccc(Br)cc2)n1	93	86	78	104
34	Cc1nn(-c2ccccc2)c2nc3nc4c(c(N)c3c(-c3ccc(Cl)cc3)c12)CCCCC4	82	x	86	72
35	COc1cccc(NC(=O)Nc2ccc(Nc3ncnc4sc5c(c34)CCOC5)cc2)c1	85	102	106	91
36	c1ccc2c(-c3cc(-c4cc(-c5cccc6ccccc56)on4)no3)cccc2c1	106	90	115	110
37	CC(C)(c1ccc(OCC(O)CN2CCOCC2)cc1)c1ccc(OCC(O)CN2CCOCC2)cc1 (stereo not given)	92	92	92	71
38	CCCCCCCCCC#N	89	x	x	78
39	COc1cc(Br)cc2c1OC1(CCN(C)CC1)N1N=C(c3ccc(F)cc3)CC21 (stereo not given)	103	92	97	81
40	Cc1nc2ccccc2n1CC1SC(=N)NC1=O (stereo not given)	x	95	105	108
41	Cc1[nH]c(-c2ccc(F)cc2)cc1C(=O)NC1CCN(Cc2ccccc2)CC1	25	x	79	99
42	CCOC(=O)c1cc(C(=O)c2ccc(Br)cc2)n2ccc(-c3ccccn3)cc12	125	105	106	105
43	C/C(=N\NC(=O)Cn1c(-c2ccc(S(C)(=O)=O)cc2)nc2cc(Cl)ccc21)c1ccccc1	x	82	79	77
44	O=C(/C=C/c1sc(Cl)nc1Cl)c1ccc2c(c1)OCO2	x	86	82	84
45	C/C(=N\NC(=S)Nc1ccccc1)c1sc(Nc2cccc(C)c2)nc1C	79	85	110	112

item	HOP-62	CCRF-CEM	MOLT-4	A549/ATCC
31	95[50 µM]	97[50 µM]	105[50 µM]	104[50 µM]
32	93	51	58	80
33	62	98	97	72
34	83	85	89	95
35	91	83	94	97
36	109	102	114	107
37	92	95	90	97
38	101	103	95	95
39	106	105	102	105
40	88	94	97	97
41	102	97	89	97
42	99	111	103	104
43	79	76	63	74
44	94	42	59	93
45	104	120	92	108

Entries of single compounds, quoted from the list. Order of screens: SR	EKVX	RPMI-8226	HOP-92	HOP-62	CCRF-CEM	MOLT-4	A549/ATCC
c1ccc2c(-c3cc(-c4cc(-c5cccc6ccccc56)on4)no3)cccc2c1 across the screens: 106	90	115	110	109	102	114	107
Cc1[nH]c(-c2ccc(F)cc2)cc1C(=O)NC1CCN(Cc2ccccc2)CC1 across the screens: 25	x	79	99	102	97	89	97
Cc1nc2ccccc2n1CC1SC(=N)NC1=O (stereo not given) across the screens: x	95	105	108	88	94	97	97
COc1cc(Br)cc2c1OC1(CCN(C)CC1)N1N=C(c3ccc(F)cc3)CC21 (stereo not given) across the screens: 103	92	97	81	106	105	102	105
CCn1cc(-c2[nH]c(=S)ncc2-c2ccc(Cl)cc2)c(-c2ccc(Br)cc2)n1 across the screens: 93	86	78	104	62	98	97	72

More results:
item	smiles	SR	EKVX	RPMI-8226	HOP-92
46	O=C(OC(CO)C(=O)NC12CC3CC(CC(C3)C1)C2)c1ccc(Cl)cc1 (stereo not given)	85	97	98	87
47	N#Cc1c(NCc2ccccc2I)sc2c1CCCCC2	94	79	92	89
48	O=C(Cc1ccc(/C=C/C(=O)c2ccccc2O)cc1)Nc1ccccc1	53	96	73	83
49	O=C1C=CC(=O)C(SCC(O)CO)=C1 (stereo not given)	99	x	95	x
50	Cc1[nH]c(=O)[nH]c(=O)c1/C=C/C(=O)O	98	x	100	97
51	CCC1=C[C@@H]2C[C@]3(C(=O)OC)c4[nH]c5ccccc5c4CC[N@+](CC(=O)Nc4cc5c(cc4OC)N(C)[C@H]4[C@@](O)(C(=O)OC)[C@H](OC(C)=O)[C@]6(CC)C=CCN7CC[C@]54[C@@H]76)(C2)[C@H]13	99	105	105	88
52	CC(Nc1ccc([N+](=O)[O-])cc1[N+](=O)[O-])c1ccccc1 (stereo not given)	70	61	91	87
53	CCOC(=O)COc1ccc(Cl)cc1C	95	106	108	102
54	NN1c2nc3c(cnn3-c3ccccc3)c(=O)n2NC1c1ccccc1O (stereo not given)	95	87	103	74
55	CCCOC(=O)CCCCCC1CCCCC1	101	115	111	99
56	Nc1nc(N)c(N=Nc2ccccc2)c(-c2ccccc2)n1	39	51	62	39
57	NC(=S)c1ccccn1	89	x	98	81
58	COc1ccc(/C=C\C(=O)OCC2CCCCC2)cc1	97	92	104	96
59	COc1cc(C(=O)/C=C/c2c(-c3cccs3)nc3sccn23)cc(OC)c1OC	10	3.5*	-0.8*	-5.4*
60	COC(=O)/C=C1\Sc2nnc(CSC(SCc3nnc4n3NC(=O)/C(=C/C(=O)OC)S4)c3ccccc3)n2NC1=O (stereo not given)	91	108	106	93

item	HOP-62	CCRF-CEM	MOLT-4	A549/ATCC
46	103	89	99	97
47	91	94	84	86
48	94	70	77	67
49	90	88	100	98
50	103	x	101	x
51	99	81	108	100
52	83	94	81	93
53	95	106	101	93
54	99	107	100	103
55	105	112	109	98
56	47	53	47	64
57	90	90	84	101
58	94	101	97	82
59	0.5*	11	-1.2*	-3.3*
60	96	101	106	94
